RNase H inhibition: RNase H inhibition, HIV 1 Gag Pol polyprotein, FRET biochemical assay, screening (AID 372); HIV-1 RT RNase H, FRET RNA/DNA substrate fluorescence; higher % means a stronger effect; inhibition, % at 10 µM; hits with a dose series show IC50 in µM; hit rate 0.77% among 100,000; in the data active means inhibition above about 50%
* hit, by the source's call; & = joins results of further samples. Some of the compounds tested. The share of hits here may be higher or lower than overall.

mol | RNase H inhibition
O=C(CSc1nncn1-c1ccccc1)c1ccc(F)cc1 | 0%
CCOc1ccc(NC(=S)NC(NC(=O)c2ccc(Cl)cc2Cl)C(Cl)(Cl)Cl)cc1 (configuration not stated) | 28%
CCCSc1nc2ccccc2n1CCO | 2%
CCOC(=O)NC(NC(=O)OCC)c1ccc(OC)c(OC)c1 | 5%
COC(=O)CSc1nc2ccc(N)cc2s1 | 0%
CCN(CC)c1ccc(N2C(=O)/C(=C/c3cc(OC)c(OC)c(OC)c3)SC2=S)cc1 | 18%
CCSc1nnc(NC(=O)c2cnccn2)s1 | 57%*
Cc1nnc(N2C(=O)c3ccc([N+](=O)[O-])cc3C2=O)s1 | 0%
O=C(CSc1nnnn1-c1ccccc1)Nc1ccc(O)cc1 | 5%
COc1cccc(N2C(=O)C(=O)/C(=C(\O)c3ccccc3)C2c2ccc(Cl)cc2)c1 (configuration not stated) | 0%
O=C1NC(=S)S/C1=C\c1ccccc1OCc1ccc(Cl)cc1 | 20%
Fc1ccccc1/C=N/Nc1ncc(Br)cn1 | 0%

Quoted from the listing:
Reading of `Fc1ccccc1/C=N/Nc1ncc(Br)cn1` under RNase H inhibition: 0%
Reading of `O=C(CSc1nncn1-c1ccccc1)c1ccc(F)cc1` under RNase H inhibition: 0%
Reading of `COC(=O)CSc1nc2ccc(N)cc2s1` under RNase H inhibition: 0%
Reading of `COc1cccc(N2C(=O)C(=O)/C(=C(\O)c3ccccc3)C2c2ccc(Cl)cc2)c1` (configuration not stated) under RNase H inhibition: 0%

Continuation:
mol | RNase H inhibition
Nc1ccc(Cl)c(C(=O)Nc2ccccc2C(=O)O)c1 | 11%
COc1ccc(Cl)cc1NC(=O)c1ccncc1 | 2%
O=c1oc2cc(OCc3c(F)cccc3Cl)c(Cl)cc2c2c1CCC2 | 2%
CCOC(=O)C1(C)C=C(Nc2ccccc2)C(=O)N1c1ccccc1 (configuration not stated) | 15%
CC(=O)OCc1cc(C)cc(C=O)c1C | 3%
Cc1ccn2c(C(=O)N/N=C\c3cccs3)c(C)nc2c1 | 0%
Brc1ccc(CN2CCN(Cc3ccncc3)CC2)cc1 | 5%
O=C(NCCCCc1ccccc1)c1ccccc1Cl | 0%
CC1=C(C(=O)OCC2CCCO2)C(c2coc3ccccc3c2=O)C2=C(CC(C)(C)CC2=O)N1 (configuration not stated) | 4%
CC1(C)CC(=O)C=C(NC2CC(C)(C)NC(C)(C)C2)C1 | 7%
CCCc1ccc(-c2nc(Cc3ccc(OC)cc3)no2)cc1 | 15%
CC(C)c1cc(Nc2ccccc2)cc(C(C)C)c1O | 25%
CC(C)N1C(=O)/C(=C\c2cccs2)SC1=S | 0%
COc1cccc(C2Nc3ccccc3NC3=C2C(=O)CC(c2cccs2)C3)c1OC (configuration not stated) | 7%
O=C(Nc1ccccc1C(=O)N=Nc1c(O)[nH]c2ccc(Br)cc12)c1ccccc1 | 8%
COc1ccccc1/C=C(/NC(=O)c1ccccc1)c1nc2ccccc2o1 | 24%
CC(C)OC(=O)c1c(NC(=O)c2ccccc2Br)sc2c1CCCC2 | 21%
CC(C)(C)C(=O)/C=C(/N)c1ccccn1 | 3%
c1ccc2c(-c3nc4ccccc4o3)cccc2c1 | 22%
O=S(=O)(Nc1ccc(Cl)cn1)c1ccc(-c2ccccc2)cc1 | 0%
O=C(NC1CCSC1=O)c1ccc(Cl)cc1Cl (configuration not stated) | 15%
O=[N+]([O-])c1cc([N+](=O)[O-])c(Nc2ccccc2Cl)nc1Nc1ccccc1Cl | 9%
COc1cc(NC(=O)COc2cc(C)c(Cl)c(C)c2)cc(OC)c1 | 6%
CN(C)c1ccc(/C=c2/sc3nc(-c4ccc(Cl)cc4Cl)nn3c2=O)cc1 | 14%

Next part; it opens with the 2 that closed the last part.
mol | RNase H inhibition
COc1cc(NC(=O)COc2cc(C)c(Cl)c(C)c2)cc(OC)c1 | 6%
CN(C)c1ccc(/C=c2/sc3nc(-c4ccc(Cl)cc4Cl)nn3c2=O)cc1 | 14%
Nc1nnc(CC(=O)N/N=C/c2cccs2)s1 | 0%
COc1ccc(C2/C(=C(\O)c3ccc(C)cc3)C(=O)C(=O)N2c2ccccc2)cc1 (configuration not stated) | 2%
COc1cccc(NC(=O)CCc2ccccc2)c1 | 0%
CC(=O)NCC(O)(c1ccc(C)cc1)c1ccc(C)cc1 | 0%
COc1cc(OC)c(OC)cc1CN1CCN(Cc2cc(OC)c(OC)c(OC)c2)CC1 | 35%
Cc1ccc(C(=O)Nc2ccc(N3CCOCC3)cc2)cc1C | 11%
Cc1[nH]n(-c2ccccc2)c(=O)c1N=Nc1ccccc1O | 13%
O=C1C(=Cc2ccc(F)cc2)C(=O)c2ccccc21 | 6%
O=C(Cc1ccccc1)Nc1ccc2nn(-c3cccc4ccccc34)nc2c1 | 9%
Cc1cccc2c(Nc3ccc(S(N)(=O)=O)cc3)c3ccc([N+](=O)[O-])cc3nc12 | 0%
COC(=O)c1ccc(NS(=O)(=O)c2ccc([N+](=O)[O-])cc2)cc1 | 6%
O=C(CN1C(=O)/C(=C/c2ccccc2)SC1=S)NNC(=O)c1ccncc1 | 11%

Three structures from above, arranged by SMILES length, smallest number first:
mol | RNase H inhibition
COc1cccc(NC(=O)CCc2ccccc2)c1 | 0%
COc1cc(OC)c(OC)cc1CN1CCN(Cc2cc(OC)c(OC)c(OC)c2)CC1 | 35%
Cc1cccc2c(Nc3ccc(S(N)(=O)=O)cc3)c3ccc([N+](=O)[O-])cc3nc12 | 0%

(further entries)
mol | RNase H inhibition
Cc1nc(N)sc1-c1csc(Nc2ccc(O)cc2)n1 | 14%
CCCOC(=O)c1ccc(NC(=O)c2ccncc2)cc1 | 8%
Cc1ccn2c(-c3csc(Nc4ccc(C(=O)O)cc4)n3)c(C)nc2c1 | 0%
CCc1c(C)sc(NC(=O)c2cccc(Br)c2)c1C(N)=O | 0%
C=CCN1C(=O)/C(=C/c2ccc(O)c(OCC)c2)SC1=S | 31%
COCCOC(=O)C1=C(C)NC2=C(C(=O)CC(c3ccccc3)C2)C1c1cc(OC)ccc1OC (configuration not stated) | 4%
O=C(/C=C/c1cccc([N+](=O)[O-])c1)Nc1ccc(O)cc1C(=O)O | 4%
COc1ccc(Br)cc1C(=O)Nc1ccc2nn(-c3ccccc3)nc2c1 | 42%
COc1ccc(NC(=S)NC(=O)c2cccc(Br)c2)cc1 | 16%
COc1ccc(/C=C2\SC(=S)N(CCC(=O)Nc3ccccc3C)C2=O)cc1OC | 16%
CCOP(=O)(CN(C)S(=O)(=O)c1ccc(C)cc1)OCC | 8%
Oc1[nH]c2ccccc2c1N=Nc1ncnc2sc3c(c12)CCCC3 | 0%
COC(=O)c1cc(NC(=O)c2cccc(F)c2)cc(C(=O)OC)c1 | 7%
O=C(CSc1ccccn1)Nc1ccc(F)cc1 | 15%
CCOc1ccc(-c2cc(C(=O)N/N=C/c3c(C)[nH]c4ccccc34)[nH]n2)cc1 | 29%
COc1ccc(-n2sc3c(c2=S)-c2cc(C)ccc2N(C)C3(C)C)cc1OC | 34%
Cc1cc(/C=C2\C(=O)NC(=O)N(c3ccccc3)C2=O)c(C)n1-c1cccc([N+](=O)[O-])c1 | 15%
CCOc1cc(C(=O)NC(=S)Nc2ccc(OC)cc2OC)cc(OCC)c1OCC | 18%
Cc1ccc(COc2ccc(/C=N/NC(=O)CSc3ncccn3)cc2)cc1 | 3%
CC1=C(C(=O)Nc2cccc(Cl)c2C)C(c2cccc([N+](=O)[O-])c2)NC(=O)N1 (configuration not stated) | 10%
COC(=O)C1=C(C)NC(=S)NC1c1cc(OC)c(OC)cc1Cl (configuration not stated) | 14%
Cc1ccc(C(=O)NC(=S)Nc2ccc([N+](=O)[O-])cc2Cl)cc1C | 47%
COc1cccc(CN2CCN(S(C)(=O)=O)CC2)c1OC | 1%
CCc1ccc(C(=O)CSc2n[nH]c(-c3ccccc3)n2)cc1 | 10%
CCOc1cc(/C=C2\NC(=S)NC2=O)cc(Br)c1OCc1ccccc1 | 18%
O=C1NC(=S)N/C1=C/c1ccc(-c2ccc(F)c(Cl)c2)o1 | 30%
O=c1oc2ccccc2nc1/C=C(\O)c1ccc(Br)cc1 | 3%
COc1ccc(C2N(c3ccccc3)CCN2c2ccccc2)cc1O | 7%
C=CCOc1ccccc1/C=N/NC(=O)c1ccccc1OCC | 10%
CCCCOc1ccc(C(=O)Nc2cccc(C(=O)OCCC)c2)cc1 | 7%
O=C(NC(=S)Nc1cccc(-c2nc3ccccc3s2)c1)c1cccc(Cl)c1 | 9%
CCOc1cc(C=O)cc(I)c1OCc1ccccc1Cl | 26%
O=C(Cc1cccs1)Nc1ccc(N2CCOCC2)cc1 | 22%
COC(=O)c1ccc(C2Nc3ccc4ncccc4c3C3=C2C(=O)CCC3)cc1 (configuration not stated) | 6%
O=C(Nc1cc(Cl)ccc1Oc1ccc(Cl)c2ccccc12)c1cc(I)cc(I)c1O | 26%
CCOC(=O)/C(C#N)=C\c1cccc([N+](=O)[O-])c1 | 6%
CCOc1ccccc1NC(=O)C(=O)N/N=C/c1ccc(C)o1 | 26%
Cc1cc(C)n(C(=O)/C=C/c2ccc(C(C)C)cc2)n1 | 0%
COc1ccc(C(=O)Nc2nc(-c3ccc(S(=O)(=O)N4CCOCC4)cc3)cs2)cc1 | 15%
CCOC(=O)N1CCN(C(=O)C2CCN(Cc3cc(OC)ccc3OC)CC2)CC1 | 7%
CC(C)c1ccc(C2OC3(C(=O)c4ccccc4C3=O)C3C(=O)N(c4ccc(Cl)c(Cl)c4)C(=O)C23)cc1 (configuration not stated) | 17%
CCOC(=O)c1sc(N/N=C/c2cccc(O)c2)nc1C | 15%
CN(C)c1ccc(/C=C/C(=O)C2C(=O)CCC2=O)cc1 | 6%
Nc1cc(-c2ccc(Br)cc2)nn1C1CCCCC1 | 4%
COc1ccc(-n2c(=S)[nH]c3sc4c(c3c2=O)CC(C)(C)OC4)cc1 | 7%&0%
COc1ccccc1C(=O)Nc1nc(-c2cccc([N+](=O)[O-])c2)cs1 | 1%
CCc1ccc(OCc2nnc(NC(=O)Nc3ccc(Cl)cc3Cl)s2)cc1 | 31%
O=C(ON1C(=O)c2ccccc2C1=O)c1ccccc1 | 1%
N=c1sc(Cc2cccc(Cl)c2)cn1CC(=O)c1ccccc1 | 27%
COc1ccc(OC)c(-n2c(O)c(C=NCc3ccccc3F)c(=O)[nH]c2=O)c1 | 8%
CN(CCO)S(=O)(=O)c1ccc2c(c1)Cc1cc(S(=O)(=O)N(C)CCO)ccc1-2 | 2%
CCOc1ccc(C(=O)Nc2ccc3oc(-c4ccc(OC)cc4)nc3c2)cc1Cl | 15%
CCCCOc1ccc(S(=O)(=O)NCc2ccco2)cc1 | 3%
COc1ccc(C)cc1N(CC(=O)NCc1ccc(C)cc1)S(=O)(=O)c1ccccc1 | 16%
O=C1/C(=C/c2ccccc2)SC(=S)N1CN1CCOCC1 | 12%
CC(CO)(CO)N=Cc1c(O)n(-c2ccccc2)c(=S)[nH]c1=O | 0%
O=C(NC(=S)Nc1nc(-c2ccccc2)cs1)c1ccc(Cl)cc1 | 15%
Cc1cc(C)cc(OCC(=O)NCc2cccnc2)c1 | 4%
CCC(CC)NC(=O)c1ccc(NC(C)=O)cc1 | 10%
O=C(Oc1cccc(NC(=O)c2ccccc2Cl)c1)c1ccc([N+](=O)[O-])cc1 | 7%

Structural class: those above containing a furan ring, fused or not.
mol | RNase H inhibition
O=C1NC(=S)N/C1=C/c1ccc(-c2ccc(F)c(Cl)c2)o1 | 30%
CCOc1ccccc1NC(=O)C(=O)N/N=C/c1ccc(C)o1 | 26%
CCCCOc1ccc(S(=O)(=O)NCc2ccco2)cc1 | 3%

Later entries.
mol | RNase H inhibition
O=C(c1ccc(Cl)c([N+](=O)[O-])c1)N1CCCc2ccccc21 | 1%
COc1cccc(C(=O)Nc2cc(OC)ccc2OC)c1 | 6%
CC(NC(=O)/C=C/c1ccccc1Cl)c1ccccc1 (configuration not stated) | 15%
CCCCc1ccc(/C=N/Nc2ccc([N+](=O)[O-])cc2)s1 | 11%
O=C(Nc1ccc(N2CCOCC2)cc1)c1ccc(-c2ccccc2)cc1 | 0%
O=C(CCC1CCCC1)N1CCN(C2CCCCC2)CC1 | 3%
O=C(c1cccc(Br)c1)N1CCN(c2ccccn2)CC1 | 8%
O=C(N/N=C/CCc1ccccc1)c1ccc(Cl)c(Cl)c1 | 0%
COC(=O)C1=C(C)NC(=S)NC1c1cccc(OC)c1OC (configuration not stated) | 2%
Cc1ccc(Nc2nc(Nc3ccc(C)cc3)c([N+](=O)[O-])c(N)c2[N+](=O)[O-])cc1 | 13%
CCc1cc(C)cc(OCCn2cc(/C=C3/SC(=S)NC3=O)c3ccccc32)c1 | 28%
CC(=O)Nc1cc(N2C(=O)c3c(Cl)c(Cl)c(Cl)c(Cl)c3C2=O)ccc1Cl | 21%
O=[N+]([O-])c1cc(-c2nc3cc(Cl)c([N+](=O)[O-])cc3[nH]2)ccc1Cl | 3%
CC(C)(C)NC(=O)C(=O)N/N=C/c1ccc(Cl)cc1Cl | 9%
CC(C)OC(=O)c1c(-c2ccccc2)csc1NC(=O)CCC(=O)O | 0%
O/N=C/c1ccccc1OCc1ccccc1 | 0%
Cc1cc(C)c(C#N)c(SCC(=O)N2CCOCC2)n1 | 1%
Cn1c(C=Nc2ccc3c(c2)ncn3-c2ccccc2)nc2ccccc21 | 15%
N#C/C(=C/c1ccc(-c2ccccc2)cc1)c1nc(-c2ccc(Br)cc2)cs1 | 11%
CC(C)CN1C(=O)/C(=C/c2ccco2)SC1=S | 21%
Cc1cc(C)nc(SCC(=O)Nc2ccc(C)c(NC(=O)CSc3nc(C)cc(C)n3)c2)n1 | 13%
CCOC(=O)C1=C(C)N=c2s/c(=C\c3ccc(C)o3)c(=O)n2C1c1cccc(OC)c1OC (configuration not stated) | 27%
Cc1ccc(OCC(=O)Nc2ccc3ccccc3c2)cc1 | 13%
COc1ccc(CNS(=O)(=O)c2c(C)cc(C)cc2C)cc1 | 7%
O=C(COc1cccc(Br)c1)Nc1nc2ccccc2s1 | 0%
CCCOc1ccc(/C=C/C(=O)NC2CCCCC2)cc1OC | 10%
C=CCN1C(=O)/C(=C/c2cc(C)n(-c3cccc([N+](=O)[O-])c3)c2C)SC1=S | 37%
COc1ccc(C2C(=O)c3ccccc3C2=Nc2ccc(Br)cc2)cc1 (configuration not stated) | 13%

Assay outcomes (PubChem BioAssay)
